Compound activity deposited in PubChem BioAssay by National Center for Advancing Translational Sciences (NCATS).
Tb PYK inh: T. brucei pyruvate kinase inhibition. TbPYK enzyme, Kinase-Glo Plus ATP luminescence, 45 min. Potency, µM (titrated, usually from 76.8 µM), for the others: at the highest dose activity, negative = inhibition, most hits filed as inhibitors. 410,000 compounds, 0.12% hits. AID 624173; also: potency is read from the fitted curve at half-maximal effect; % is scaled to controls: 0 for no effect and ±100 for the full control effect; nearly all actives have a fitted effect of over 50% in size
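Enzyme and substrate buffer are dispensed first and compound is pin-transferred. ADP at 130 uM final then starts the reaction, which runs 45 min at room temperature. Detection reagent is added for 10 min before luminescence is imaged.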
Pf growth 48h: P. falciparum growth inhibition at 48 hours (one generation); Potency, µM (highest dose often 28.7 µM), without a hit: at the highest dose activity change, negative = inhibition, actives largely listed as inhibitors; P. falciparum luciferase growth in erythrocytes, 48 h; 310,000 compounds, 5.9% hits; also: potency is read from the fitted curve at half-maximal effect; % is scaled to controls: 0 for no effect and ±100 for the full control effect
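In quantitative HTS format, infected erythrocytes bearing luciferase-reporter parasites were treated for a single generation at 37 C. Luminescence after adding detection reagent served as the growth measure.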
Pf growth 96h: P. falciparum growth inhibition at 96 hours | P. falciparum luciferase reporter growth, 96 h | Potency, µM (top dose mostly 28.7 µM), inactives show at the top dose activity change, negative = inhibition, hits mostly inhibitors | 320,000 compounds, 6.9% hits; also: potency is read from the fitted curve at half-maximal effect; % is scaled to controls: 0 for no effect and ±100 for the full control effect
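Luminescence readout: decreased luciferase signal marks inhibited growth of reporter-expressing P. falciparum in infected red cells (2% hematocrit, 0.05% parasitemia final), exposed to compound two generations (96 h, 37 C, 5% CO2).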
LmPK inh: blocks Leishmania mexicana pyruvate kinase activity; AID 1721; purified LmPK, Kinase-Glo ATP luminescence, 1 h; Potency, µM (titrated, usually from 57.5 µM), for the others: at the top dose activity change, negative = inhibition, most hits filed as inhibitors; Q27686; 290,000 compounds, 0.37% hits; also: potency is read from the fitted curve at half-maximal effect; % is scaled to controls: 0 for no effect and ±100 for the full control effect
Target sequence (Q27686 whole entry, looked up): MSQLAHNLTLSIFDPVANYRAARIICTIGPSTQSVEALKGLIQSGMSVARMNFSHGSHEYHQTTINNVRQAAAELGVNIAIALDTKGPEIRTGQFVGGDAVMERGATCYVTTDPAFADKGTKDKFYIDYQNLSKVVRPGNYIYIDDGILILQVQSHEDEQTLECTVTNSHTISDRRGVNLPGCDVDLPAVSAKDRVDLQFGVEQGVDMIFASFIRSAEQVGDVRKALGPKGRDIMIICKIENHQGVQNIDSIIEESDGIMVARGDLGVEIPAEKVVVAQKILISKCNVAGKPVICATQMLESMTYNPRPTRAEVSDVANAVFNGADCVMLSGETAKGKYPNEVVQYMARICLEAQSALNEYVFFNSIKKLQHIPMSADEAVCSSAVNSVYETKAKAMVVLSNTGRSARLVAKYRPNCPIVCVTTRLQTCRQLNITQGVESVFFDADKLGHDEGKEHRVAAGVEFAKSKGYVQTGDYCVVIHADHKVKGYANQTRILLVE
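Purified LmPK (0.1 nM) converted ADP (0.1 mM) to ATP with PEP (0.5 mM) in imidazole buffer pH 7.2 with KCl and MgCl2, 1 h at room temperature. ATP was read by Kinase-Glo luminescence; data normalized to uninhibited and no-enzyme controls.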
Cycloheximide cs: counter-screen for Shiga toxin inhibitors: cycloheximide protein synthesis inhibition; 300,000 compounds, 12% hits; cell reporter, cycloheximide protein synthesis inhibition counterscreen; AID 2314; max response, %; in the data active = max response mostly above about 13%, no sharp cut-off; inactive = mostly below about 14%; also: read at 38.3 µM for the half of the compounds with a filed dose; 0% is about no effect
HCV inhibitor: HCV inhibition. Huh7.5.1 HCVcc-Cre infection, luciferase reporter, 44 h. AID 651820. 340,000 compounds, 3.4% hits. Potency, µM (top dose mostly 41.8 µM), for inactives: at the highest dose activity change, negative = inhibition, actives largely listed as inhibitors; also: potency is read from the fitted curve at half-maximal effect; % is scaled to controls: 0 for no effect and ±100 for the full control effect
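Infectious HCVcc-Cre (~0.5 moi) was added to cells just after compound, with cells seeded 4 h earlier at 1,000 per well. Luciferase activity after 44 h culture reported infection; substrate was incubated 15 min at room temperature before reading.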
Shiga toxin inh: blocks Shiga toxin action in Vero cells; 290,000 compounds, 9.2% hits; Vero cells, Shiga toxin protein synthesis inhibition reporter; AID 2315; inhibition, % at 38.7 µM; in the data active = inhibition mostly above about 28%, no sharp cut-off; inactive = mostly below about 43%; also: 0% is about no effect
An asterisk follows results filed as active; ? = inconclusive; . = not tested or not shown; & = joins results of further samples; [ ] = remark or other dose. Unless noted, calls follow the shape of the dose curve; as a rule, active = well fitted curve in the direction sought with a large enough effect; inconclusive = small, poorly fitted or top-dose-only effect, or another doubt; inactive = no such curve, though single readings can be large; an effect the other way counts as inactive or inconclusive.

SMILES | Tb PYK inh | Pf growth 48h | Pf growth 96h | LmPK inh | Cycloheximide cs | HCV inhibitor | Shiga toxin inh
CCn1c(SCC(=O)Nc2ccc3c(c2)OCO3)nnc1-c1cnccn1 | -3% | ? | ? | -5% | -2 | -4% | 4
COc1ccc(CN(CC(=O)NCc2ccc3c(c2)OCO3)C(=O)c2csnn2)cc1 | -4% | 10% | 233%[activator] | -1% | 9 | ? | -3
O/N=C/c1ccc(OCc2ccccc2F)c(Cl)c1 | -8% | 300%[activator] | 122%[activator] | -11% | 52* | 1% | 53*
CCCn1nc(C(=O)Nc2nnc(C3CC3)s2)c2ccccc2c1=O | -4% | -32% | ? | . | . | 34%[activator] | .
Cn1cccc1CNC(=O)Nc1ccc(Cl)c(Cl)c1 | -12% | 176%[activator] | 0% | 1% | 37* | -28% | 86
Fc1ccc(Cl)cc1/C=N/n1cnnc1SCc1ccccc1 | -1% | . | ? | 2% | 3 | ? | 11
CCOc1ccc(C(=O)COC(=O)c2cc([N+](=O)[O-])ccc2N2CCOCC2)cc1 | 0% | 4% | 9% | . | . | ? | .
O=C1CCC([N+](=O)[O-])C(c2ccc(Cl)cc2Cl)N1 (configuration not stated) | 2% | . | 12% | -2% | -4 | -5% | -10
CC(=O)Nc1cccc(C(=O)OC(C)C(=O)NCc2ccc3c(c2)OCO3)c1 (configuration not stated) | -10% | 44%[activator] | 7% | . | . | ? | .
COc1ccc(Cl)cc1NC(=O)CN(C)C(=O)CCSc1ccc(C)cc1 | -1% | 12µM* | 12µM* | . | . | ? | .
CCC(=O)Nc1ccc(-c2nc3ccccc3c(=O)o2)cc1 | -4% | 140%[activator] | -36% | -18% | 28* | 7% | 79*
[2H]C(CCOS(N)(=O)=O)c1ccc(C(C)(C)C)cc1 (configuration not stated) | 3% | 44% | 3% | 8% | -2 | 7% | 3
CC(C)(C)NC(=O)NC(=O)COC(=O)c1cccc(S(=O)(=O)N2CCCCC2)c1 | -5% | 4% | 7% | 4% | -5 | 30%[activator] | 13
N#Cc1c(-c2ccc([N+](=O)[O-])cc2)nc2n(c1=O)CCS2 | -4% | . | -4% | -5% | -6 | 1% | 15
COc1ccccc1S(=O)(=O)Cc1ccc(C(=O)NC(C)c2ccc3c(c2)OCCO3)o1 (configuration not stated) | -4% | ? | 26% | 2% | -2 | -17% | -11
C=CCNc1nc2ccccc2nc1NS(=O)(=O)c1cccs1 | -6% | 2% | . | 1% | -2 | 4% | -16
CC1=C(C(=O)O)N2C(=O)C(NC(=O)c3ccccc3Cl)C2SC1 (configuration not stated) | -2% | 18% | ? | -4% | -3 | 8% | -2
Cc1ccc2[nH]c(CCN(C)C)c(CC#N)c2c1 | -8% | ? | -13% | -1% | -1 | ? | -12
COC(=O)C1=C(C)OC(N)=C(C#N)C1c1cc(C)sc1C (configuration not stated) | -7% | . | -12% | 17% | -1 | 6% | 15
OCC[C@H]1C[C@H](O)[C@@H](O)[C@@]2(CCCCO2)O1 | -5% | 13% | 11% | 2% | -2 | 12% | -22
Cc1ccc(NC(=O)c2oc3ccc(S(=O)(=O)N4CCC5(CC4)OCCO5)cc3c2C)cc1C | 1%&-2% | 13µM* | ? | 0% | 1 | ? | -2
CCNc1nc(NCC)n2c(SCC(=O)NCC3CCCCC3)nnc2n1 | 4% | 4% | -1% | 1% | -1 | 6% | -5
Cc1ccc(NC(=O)COC(=O)COc2cccc3c2OC(C)(C)C3)c(C)c1 | -1% | 12% | 22% | . | . | -3% | .
COc1ccc(N2CCN(S(=O)(=O)CCNC(=O)/C=C/c3ccc4c(c3)OCO4)CC2)cc1 | 1% | -17% | ? | . | . | ? | .
O=C(NC(Cc1ccccc1)c1ccc2c(c1)OCCCO2)c1ccccc1 (configuration not stated) | -3% | . | -19% | -1% | 13 | 2% | 40
Cc1ccc(SCc2ccc(C(=O)Nc3cc([N+](=O)[O-])ccc3C)cc2)cc1 | 5% | 28% | 171%[activator] | -3% | 17 | -3% | 1
Cc1cccc(-n2c(-c3ccoc3C)n[nH]c2=S)c1 | ? | 8% | 10% | ? | -1 | 11% | -9
CCn1cc(C2=NC(C)(C)CO2)c2ccccc21 | -17% | . | -23% | 3% | 1 | 3.2µM* | -7
C/C(=N\N1CCCCCC1)c1c(O)n(C)c(=O)n(C)c1=O | . | 0% | 6% | 3% | -4 | . | -2
CC1CCN(C(=O)Cn2cc(C#N)c3ccccc32)CC1 | -1% | -21% | . | 5% | -2 | 9% | 8
COc1ccc(Cn2c(-c3ccc(OC)cc3)nc3ccccc32)cc1 | 0% | ? | 21% | 2% | 7 | ? | 12
CN(C)CCN(C(=O)c1ccc2c(c1)CCCC2)c1nc2c(F)cccc2s1 | -3% | 7% | -25% | 8% | 56* | -15% | 62
O=C(CSc1nnc(COc2cccc3cccnc23)o1)c1ccc(F)cc1 | -8% | ? | 36%[activator] | -2% | -1 | 10µM* | -3
Cc1cc(=O)oc2cc(OCC3CC(c4ccc(Cl)cc4)=NO3)ccc12 (configuration not stated) | -11% | 9% | . | 3% | 8 | -30% | 14
CCOc1ccc(C(=O)NCc2cccnc2)cc1[N+](=O)[O-] | -1% | 3% | ? | -1% | -5 | -8% | -9
CC(=O)Nc1ccc(S(=O)(=O)NCCC(=O)OCC(=O)c2ccc(F)c(F)c2)cc1 | -1% | 36%[activator] | -1% | -1% | 1 | 5% | -2
COc1cc2c(cc1OC)C(c1cccs1)N(C(=O)c1ccncc1)CC2 (configuration not stated) | 5% | ? | ? | 6% | 12 | -14% | -14
CCCCc1nc(Cl)c(C#N)c2c1CSC(C)(C)C2 | -8% | 6% | 18% | 1% | -1 | ? | -9
CC(C)CNC(=O)C(=O)NCc1ccccn1 | -7% | 33%[activator] | ? | 5% | 21 | 17% | 15
Cc1ccc(CCNC(=O)C2CCN(S(=O)(=O)c3ccc4c(c3)NC(=O)CO4)CC2)cc1 | 4% | -23% | ? | 2% | -3 | -17% | 5
O=C1CC(c2ccccc2)Cc2nc(NC3CC3)ncc21 (configuration not stated) | 3% | -7% | ? | 1% | 5 | -13% | 8
Cc1ccc(NS(=O)(=O)c2cccc(C(=O)N3CCCCCCC3)c2)cc1 | -5% | 4% | -9% | . | . | 5% | .
COC(C[C@@H](O)C[C@H](O)[C@@H](C)OCc1ccccc1)OC | 1% | 45%[activator] | 79%[activator] | 4% | -4 | 28% | 2
CCCOC(=O)c1ccc(S(N)(=O)=O)o1 | -12% | 9% | 7.4µM* | -3% | 1 | 30%[activator] | -10
Cc1nc2nc(C)c(NS(=O)(=O)c3cccs3)c(=O)n2[nH]1 | -6% | 7% | -17% | 2% | -2 | 11% | -6
CC(=O)NC1C(OC(=O)Cc2ccccc2)OC(COC(C)=O)C(OC(C)=O)C1OC(C)=O (configuration not stated) | -6% | -2% | 63%[activator] | 0% | -2 | -10% | 33
Cc1cc(/C=C2\C(=O)NC(=O)N(Cc3ccccc3Cl)C2=O)c(C)n1-c1ccc(C(=O)O)cc1 | -7% | 7% | 1.9µM* | 4% | -3 | 18% | 3
CC(=O)Nc1ccc(SCC(=O)c2c(N)n(Cc3ccccc3)c(=O)n(C)c2=O)cc1 | -5% | 42%[activator] | ? | 6% | -1 | ? | -5
CCOC(=O)C1(CCOC)CCN(C2C3CC4CC(C3)CC2C4)CC1 (configuration not stated) | -3% | 31%[activator] | 6% | 0% | -3 | 1% | -1
CC1(C)N=c2ccc([N+](=O)[O-])c(N)c2=[N+]1[O-] | -4% | ? | ? | -11% | -1 | -3% | 22
CNNC(=S)NCCC1=CCCCC1 | 1% | 13% | 30%[activator] | 1% | 16* | 17% | 18
Cc1cc(OCC(=O)NCc2ccccn2)c2c(C)cc(=O)oc2c1 | 1% | 1% | 22% | -2% | -5 | -22% | -6
CCCCN(C(=O)c1cccs1)C1CCS(=O)(=O)C1 (configuration not stated) | -4% | -5% | 8% | . | . | 7% | .
COc1ccc(NC(=O)COC(=O)c2ncc(Cl)c(Cl)c2Cl)c(OC)c1 | 1% | 13% | 2% | 3% | -2 | 30%[activator] | 2
COc1ccccc1Nc1nc(N)nc(CSc2ncccn2)n1 | -10% | 60%[activator] | ? | -14% | 28* | -3% | 96*
Cc1ccc(N/N=C(\C#N)C(N)=S)cc1C | -4% | 25%[5.75 µM] | -19%[5.75 µM] | 2% | 9 | ? | 20
CCn1c(CC(=O)Nc2ccccc2F)nnc1SCC(=O)Nc1nnc(C)s1 | 1% | -5% | -18% | -2% | -5 | 26% | -9
Cc1coc2c1c(C)cc1oc(=O)c(CC(=O)NCC(=O)O)c(C)c12 | -4% | 23% | 7% | 4% | 13 | 10% | -1
CCCC(=O)Nc1ccc(Cl)c(NC(=O)C(C)(C)C)c1 | -4% | -8% | . | 3% | 0 | ? | 16
Cc1ccccc1N(C(=O)c1csnn1)C(C(=O)NC1CCCCC1)c1ccncc1 (configuration not stated) | -4% | -2% | 35%[activator] | -4% | -1 | 22% | -4
Cc1cccc(OCCC(=O)NCC(=O)Nc2cccc(C)c2C)c1 | 3% | 14% | 31%[activator] | 1% | -2 | 10% | -13

Some of these compounds in order of SMILES length, highest first.
SMILES | Tb PYK inh | Pf growth 48h | Pf growth 96h | LmPK inh | Cycloheximide cs | HCV inhibitor | Shiga toxin inh
CC(=O)NC1C(OC(=O)Cc2ccccc2)OC(COC(C)=O)C(OC(C)=O)C1OC(C)=O (configuration not stated) | -6% | -2% | 63%[activator] | 0% | -2 | -10% | 33
COc1ccc(NC(=O)COC(=O)c2ncc(Cl)c(Cl)c2Cl)c(OC)c1 | 1% | 13% | 2% | 3% | -2 | 30%[activator] | 2
Cc1ccc(NS(=O)(=O)c2cccc(C(=O)N3CCCCCCC3)c2)cc1 | -5% | 4% | -9% | . | . | 5% | .
COC(C[C@@H](O)C[C@H](O)[C@@H](C)OCc1ccccc1)OC | 1% | 45%[activator] | 79%[activator] | 4% | -4 | 28% | 2
Cc1nc2nc(C)c(NS(=O)(=O)c3cccs3)c(=O)n2[nH]1 | -6% | 7% | -17% | 2% | -2 | 11% | -6
CCOC(=O)C1(CCOC)CCN(C2C3CC4CC(C3)CC2C4)CC1 (configuration not stated) | -3% | 31%[activator] | 6% | 0% | -3 | 1% | -1
Cc1cc(OCC(=O)NCc2ccccn2)c2c(C)cc(=O)oc2c1 | 1% | 1% | 22% | -2% | -5 | -22% | -6
CCCC(=O)Nc1ccc(Cl)c(NC(=O)C(C)(C)C)c1 | -4% | -8% | . | 3% | 0 | ? | 16
COc1ccccc1Nc1nc(N)nc(CSc2ncccn2)n1 | -10% | 60%[activator] | ? | -14% | 28* | -3% | 96*
Cc1ccc(N/N=C(\C#N)C(N)=S)cc1C | -4% | 25%[5.75 µM] | -19%[5.75 µM] | 2% | 9 | ? | 20
CCCOC(=O)c1ccc(S(N)(=O)=O)o1 | -12% | 9% | 7.4µM* | -3% | 1 | 30%[activator] | -10
